NPSR antag: antagonists of human neuropeptide S receptor cAMP signaling; Q6W5P4; CHO-NPSR cells, cAMP TR-FRET, antagonist mode; Potency, µM (doses to about 38.3 µM), for inactives: top-dose activity change, negative = inhibition, actives largely listed as inhibitors; AID 1461; 220,000 tested, 1% active; further: potency means the concentration at half of the fitted maximal effect; on the % scale 0 is the no-effect control and ±100 the full control effect; nearly all actives have a fitted effect of over 50% in size; many of its hits are not listed in these tables
Target sequence (Q6W5P4 whole entry, looked up): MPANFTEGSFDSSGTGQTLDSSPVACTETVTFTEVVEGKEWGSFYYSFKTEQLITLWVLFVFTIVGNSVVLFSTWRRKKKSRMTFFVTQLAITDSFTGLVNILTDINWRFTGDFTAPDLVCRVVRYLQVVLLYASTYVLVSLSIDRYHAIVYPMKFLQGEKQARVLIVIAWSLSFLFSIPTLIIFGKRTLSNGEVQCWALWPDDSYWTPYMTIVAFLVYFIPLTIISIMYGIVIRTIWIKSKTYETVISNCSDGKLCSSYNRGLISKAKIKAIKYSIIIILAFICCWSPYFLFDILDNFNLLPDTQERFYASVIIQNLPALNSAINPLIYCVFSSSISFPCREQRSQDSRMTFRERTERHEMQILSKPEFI
CBFb-RUNX1 inh: CBF-beta/RUNX1 interaction disruption; Potency, µM (top dose mostly 59.8 µM), inactives show top-dose activity, negative = inhibition, most hits filed as inhibitors; AlphaScreen CBFb-His/RUNX1-biotin binding, biochemical; AID 1477; Q01196+Q13951; 230,000 tested, under 10 active; further: % of control where 0% means no effect
Target sequence (Q01196 whole entry, looked up): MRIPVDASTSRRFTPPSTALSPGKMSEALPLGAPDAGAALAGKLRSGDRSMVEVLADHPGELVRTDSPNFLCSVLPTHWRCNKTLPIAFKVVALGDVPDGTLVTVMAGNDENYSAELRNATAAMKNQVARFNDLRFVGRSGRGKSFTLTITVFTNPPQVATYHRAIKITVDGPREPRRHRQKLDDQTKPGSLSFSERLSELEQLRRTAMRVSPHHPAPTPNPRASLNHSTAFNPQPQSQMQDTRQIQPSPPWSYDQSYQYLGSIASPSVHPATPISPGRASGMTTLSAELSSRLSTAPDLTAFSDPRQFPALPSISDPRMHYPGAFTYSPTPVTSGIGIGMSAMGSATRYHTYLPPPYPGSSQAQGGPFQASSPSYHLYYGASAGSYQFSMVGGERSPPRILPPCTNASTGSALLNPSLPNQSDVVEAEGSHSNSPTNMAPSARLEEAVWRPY
Target sequence (Q13951 whole entry, looked up): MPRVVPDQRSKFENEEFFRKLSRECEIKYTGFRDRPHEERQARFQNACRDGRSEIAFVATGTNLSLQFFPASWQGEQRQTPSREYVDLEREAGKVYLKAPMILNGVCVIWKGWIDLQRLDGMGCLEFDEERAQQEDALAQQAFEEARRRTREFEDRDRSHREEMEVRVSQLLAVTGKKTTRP
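Inhibition was taken as any reduction in AlphaScreen signal from the CBF-beta–RUNX1 pair (His and biotin tags, 30 nM each), measured after compound (15 min) and bead (90 min) incubations at room temperature.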
TRb-SRC2 inh: inhibitors of human thyroid hormone receptor beta-SRC2 interaction | P10828 | TRbeta-SRC2 peptide binding, fluorescence polarization; receptor liganded with 1 µM T3 | Potency, µM (highest dose often 106 µM), for inactives: at the highest dose activity change, negative = inhibition, hits mostly inhibitors | 280,000 tested, 0.065% active | AID 1469;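 further: potency means the concentration at half of the fitted maximal effect; plate controls were bound peptide for no effect and peptide without receptor for full effect; nearly all actives have a fitted effect of over 50% in size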
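Assay buffer: 20 mM Tris-HCl, 100 mM NaCl, 10% glycerol, 1 mM EDTA, 0.01% NP-40, 1 mM DTT, 1 uM T3, 5% DMSO; TRb LBD 0.6 uM, Texas Red SRC2 20 nM; FP after 5 hr.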
TexasRed fluor: counter-screen for TRb-SRC2 inhibitors: fluorescence interference | 280,000 tested, 0.29% active | Potency, µM (titrated, usually from 106 µM), for inactives: at the top dose fluorescence change, negative = quenching | TRb/SRC2 Texas Red total fluorescence interference; active means well fitted curve in either direction with a large enough effect; inconclusive means small, poorly fitted or top-dose-only effect; further: potency means the concentration at half of the fitted maximal effect; on the % scale 0 is the no-effect control and ±100 the full control effect
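Human TRb ligand-binding domain at 0.6 uM with 20 nM Texas Red SRC2 peptide in Tris buffer containing 1 uM T3 and 5% DMSO, incubated with compound 5 h at ambient temperature. Total fluorescence (555/632 nm) calculated as parallel + 2 × perpendicular.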
GLA spleen mod: inhibitors or activators of human alpha-galactosidase in spleen homogenate | P06280 | 240,000 tested, 0.008% active | Potency, µM (doses to about 80 µM), inactives show at the highest dose activity change, negative = inhibition, most hits filed as inhibitors | human spleen homogenate, 4MU-alpha-Gal fluorescence, 40 min;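 further: potency means the concentration at half of the fitted maximal effect; 0% = enzyme with vehicle and -100% = no enzyme basal signal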
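Inhibition or activation of alpha-galactosidase in human spleen homogenate is scored by 4-MU fluorescence after 40 min at 37C, pH 5.0, with 1 mM substrate. AC50s come from concentration-response fitted to the Hill equation.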
Epigenetic reg: regulators of epigenetic silencing causing reporter derepression in mouse cells; murine LDR cells, GFP reporter derepression, 30 h; Potency, µM (titrated, usually from 53.9 µM), for the others: at the top dose GFP activation, most hits filed as activators; 280,000 tested, 0.2% active; AID 1865; further: potency means the concentration at half of the fitted maximal effect; % of control where 0% means no effect; nearly all actives have a fitted effect of over 60% in size
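Murine LDR cells carrying a silenced, genomically integrated CMV-driven GFP reporter were exposed to compound for 30 hours at 37 C. After PBS washes, GFP-positive cells (20–120 um objects) were counted by laser-scanning microplate cytometry.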
Tau fluor cs: counter-screen for tau fibril formation inhibitors; tau K18 P301L (four-repeat tau fragment) Alexa594 fluorescence, heparin fibrillization; Potency, µM (doses to about 57.7 µM), without a hit: at the highest dose activity change, negative = decrease; 280,000 tested, 0.93% active; further: potency means the concentration at half of the fitted maximal effect; on the % scale 0 is the no-effect control and ±100 the full control effect; nearly all actives have a fitted effect of over 55% in size
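Human K18 P301L tau (15 uM unlabeled plus 0.24 uM Alexa 594-labeled, final) in 100 mM sodium acetate pH 7 was mixed with compound and 20 uM heparin and incubated 6 hr at 37 C.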
Tau fibril FP: blocks human tau fibril formation measured by polarization | P10636 | K18 P301L tau heparin fibrillization, Alexa594 FP, 6 h | Potency, µM (top dose mostly 57.7 µM), inactives show at the top dose activity, negative = inhibition, actives largely listed as inhibitors | 280,000 tested, 0.39% active | AID 1468; further: potency means the concentration at half of the fitted maximal effect; on the % scale 0 is the no-effect control and ±100 the full control effect; nearly all actives have a fitted effect of over 55% in size
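Human K18 P301L fragment (15 uM unlabeled plus 0.24 uM Alexa 594-labeled) in 100 mM sodium acetate pH 7 with compound, aggregation induced by 20 uM heparin for 6 hr at 37 C. ThT (30 uM) added for 1 hr, then Alexa 594 FP read.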
* hit, by the source's call; & = joins results of further samples; [ ] = dose if it differs, or a comment. Unless noted, the call rests on the fitted dose curve; in most records, active means well fitted curve in the direction sought with a large enough effect; inconclusive means small, poorly fitted or top-dose-only effect, or another doubt; inactive means no such curve, though single readings can be large; an effect the other way counts as inactive or inconclusive. This is a subset (hit frequency here may not be typical).

What do the screens show for `CCN(CC)c1ccc(CN(C(=O)c2ccco2)C2CCS(=O)(=O)C2)cc1` (stereo unspecified)?
NPSR antag: -4%[46.1 µM]; CBFb-RUNX1 inh: -4%; TRb-SRC2 inh: -6%; TexasRed fluor: 1%; GLA spleen mod: -5%; Epigenetic reg: -1.6%; Tau fluor cs: -2%; Tau fibril FP: -6%

What do the screens show for `CC(C)(C)OC(=O)N1CCC(c2c(C(=O)N3CCN(c4ccccn4)CC3)cnn2-c2cccc(F)c2)CC1`?
TRb-SRC2 inh: -5%; TexasRed fluor: 2%; Epigenetic reg: 0.0%; Tau fluor cs: 5%; Tau fibril FP: 5%

Results for O=C(ON=C1CCN(c2ccc([N+](=O)[O-])cc2)CC1)c1ccccc1 ?
NPSR antag: -10%[46.1 µM]; CBFb-RUNX1 inh: -11%; TRb-SRC2 inh: 1%; TexasRed fluor: 1%; GLA spleen mod: -4%; Epigenetic reg: -1.9%; Tau fluor cs: -22%; Tau fibril FP: 12%

Results for CC(=O)NCC(O)c1ccc([N+](=O)[O-])cc1 (stereo unspecified) ?
NPSR antag: 9%; CBFb-RUNX1 inh: 13%; TRb-SRC2 inh: 5%; TexasRed fluor: -2%; GLA spleen mod: 3%; Epigenetic reg: -0.9%; Tau fluor cs: -3%; Tau fibril FP: 13%

Results for COc1ccc(C(c2c(O)nc[nH]c2=O)c2c(O)nc[nH]c2=O)cc1 ?
NPSR antag: 8%; CBFb-RUNX1 inh: 10%; TRb-SRC2 inh: -8%; TexasRed fluor: -2%; GLA spleen mod: 3%; Epigenetic reg: -2.7%; Tau fluor cs: 11%; Tau fibril FP: -11%

Results for NCC1O[C@@H](OC2C(N)C[C@H](N)[C@@H](O[C@H]3OC(CO)C(O)C(N)C3O)C2O)C(N)C(O)C1O (stereo partly specified) ?
CBFb-RUNX1 inh: 25%; TRb-SRC2 inh: -3%; TexasRed fluor: -3%; GLA spleen mod: 12%; Epigenetic reg: -1.3%; Tau fluor cs: 5%; Tau fibril FP: -9%

How did COC(=O)c1c(NS(=O)(=O)c2ccc3ccccc3c2)sc2c1CCCC2 do in these assays?
NPSR antag: -8%[46.1 µM]; CBFb-RUNX1 inh: -1%; TRb-SRC2 inh: -2%; TexasRed fluor: -5%; GLA spleen mod: 2%; Epigenetic reg: 0.8%; Tau fluor cs: inconclusive; Tau fibril FP: inconclusive

What do the screens show for `O=c1cc(-c2ccccc2)c2ccccc2[nH]1`?
NPSR antag: -5%[46.1 µM]; CBFb-RUNX1 inh: -5%; TRb-SRC2 inh: -2%; TexasRed fluor: -3%; GLA spleen mod: 3%; Epigenetic reg: 1.0%; Tau fluor cs: -3%; Tau fibril FP: 0%

What do the screens show for `Cc1nc2c(c(C)nn2-c2ccccc2)c(C)c1Cl`?
NPSR antag: -4%; CBFb-RUNX1 inh: 3%; TRb-SRC2 inh: 2%; TexasRed fluor: -2%; GLA spleen mod: 3%; Epigenetic reg: 0.0%; Tau fluor cs: -12%; Tau fibril FP: -3%

How did Cc1ccccc1C1CC(c2cccs2)=NN1S(C)(=O)=O (stereo unspecified) do in these assays?
NPSR antag: -6%; CBFb-RUNX1 inh: -2%; TRb-SRC2 inh: 5%; TexasRed fluor: 3%; GLA spleen mod: 5%; Epigenetic reg: 1.1%; Tau fluor cs: -3%; Tau fibril FP: -4%

Results for N#CC1=C(N)Oc2c(ccc3ccccc23)C1c1ccsc1 (stereo unspecified) ?
NPSR antag: inconclusive; CBFb-RUNX1 inh: -8%; TRb-SRC2 inh: 4%; TexasRed fluor: 3%; GLA spleen mod: 9%; Epigenetic reg: 2.1%; Tau fluor cs: inconclusive; Tau fibril FP: inconclusive

How did CCOc1ccc(C(=O)c2cn(Cc3ccccc3)c3c(F)cc(F)cc3c2=O)cc1 do in these assays?
TRb-SRC2 inh: 5%; TexasRed fluor: 1%; Epigenetic reg: -0.3%; Tau fluor cs: -18%; Tau fibril FP: -1%

Results for COC(=O)c1cn(C)c2ccc(S(=O)(=O)N3CCCCC3)cc2c1=O ?
NPSR antag: -2%[46.1 µM]; CBFb-RUNX1 inh: 24%; TRb-SRC2 inh: -5%; TexasRed fluor: -5%; GLA spleen mod: -8%; Epigenetic reg: -1.2%; Tau fluor cs: -8%; Tau fibril FP: -4%

Results for Cc1ccc(C(=O)N2CCc3cc(CNC(=O)c4ccnn4C)ccc32)cc1 ?
TRb-SRC2 inh: -12%; TexasRed fluor: 0%; Epigenetic reg: -1.3%; Tau fluor cs: -5%; Tau fibril FP: 6%

How did CC1Cc2ccccc2N1CC(=O)Nc1ccc(S(=O)(=O)N(C)C)cc1 (stereo unspecified) do in these assays?
NPSR antag: -23%; CBFb-RUNX1 inh: -3%; TRb-SRC2 inh: -2%; TexasRed fluor: -2%; GLA spleen mod: 5%; Epigenetic reg: 0.0%; Tau fluor cs: -22%; Tau fibril FP: 10%

How did Cc1ccc2[nH]c(=O)c(CN(CCCN3CCOCC3)C(=O)NC3CCCCC3)cc2c1 do in these assays?
NPSR antag: -1%[46.1 µM]; CBFb-RUNX1 inh: 8%; TRb-SRC2 inh: -5%; TexasRed fluor: -5%; GLA spleen mod: 5%; Epigenetic reg: -4.2%; Tau fluor cs: -3%; Tau fibril FP: -4%

What do the screens show for `Oc1c(C(c2ccc(F)cc2)N2CCOCC2)sc2nc(-c3ccco3)nn12` (stereo unspecified)?
TRb-SRC2 inh: -3%; TexasRed fluor: 0%; Epigenetic reg: 4.6%; Tau fluor cs: 1%; Tau fibril FP: 1%

What do the screens show for `Cc1cc(C)cc(-n2c(C)cc(C(=S)N3CCOCC3)c2C)c1`?
NPSR antag: -47%; CBFb-RUNX1 inh: 12%; TRb-SRC2 inh: 1%; TexasRed fluor: -12%; GLA spleen mod: 13%; Epigenetic reg: 0.0%; Tau fluor cs: -1%; Tau fibril FP: 2%

How did CN(C)C(CNC(C(=O)Nc1ccc([N+](=O)[O-])cc1Br)c1ccccc1)c1ccccc1 (stereo unspecified) do in these assays?
NPSR antag: -30%; CBFb-RUNX1 inh: -9%; TRb-SRC2 inh: 5%; TexasRed fluor: -1%; GLA spleen mod: 0%; Epigenetic reg: 1.3%; Tau fluor cs: -16%; Tau fibril FP: -3%

How did Cc1oc(/C=N/NC(=O)CN(c2ccccc2Cl)S(C)(=O)=O)cc1Br do in these assays?
NPSR antag: -2%; CBFb-RUNX1 inh: 0%; TRb-SRC2 inh: 6%; TexasRed fluor: 1%; GLA spleen mod: -6%; Epigenetic reg: -0.9%; Tau fluor cs: -12%; Tau fibril FP: -14%

How did COc1ccc(C2=NNC(c3cc(Cl)cc4c3OCOC4)C2)c(O)c1 (stereo unspecified) do in these assays?
NPSR antag: -9%; CBFb-RUNX1 inh: -4%; TRb-SRC2 inh: 1%; TexasRed fluor: -1%; GLA spleen mod: -11%; Epigenetic reg: 0.8%; Tau fluor cs: 3%; Tau fibril FP: 1%

What do the screens show for `CN(C)/C=C(\C#N)C(=O)Nc1ccccc1`?
NPSR antag: 9%; CBFb-RUNX1 inh: -2%; TRb-SRC2 inh: -1%; TexasRed fluor: -3%; GLA spleen mod: -6%; Epigenetic reg: 2.5%; Tau fluor cs: 5%; Tau fibril FP: 3%

How did CCc1ccccc1NC(=O)Cn1nc(C(F)(F)F)c2c1CCC2 do in these assays?
NPSR antag: 6%[46.1 µM]; CBFb-RUNX1 inh: 4%; TRb-SRC2 inh: 1%&4%; TexasRed fluor: -12%&2%; GLA spleen mod: 3%; Epigenetic reg: 0.8%&-1.0%; Tau fluor cs: -5%&1%; Tau fibril FP: -6%&4%

What do the screens show for `Clc1cncc(Cl)c1N/N=C/c1ccncc1`?
NPSR antag: 15%; CBFb-RUNX1 inh: -3%; TRb-SRC2 inh: 1%; TexasRed fluor: 2%; GLA spleen mod: 2%; Epigenetic reg: 0.0%; Tau fluor cs: 2%; Tau fibril FP: 3%

How did CCCOC(=O)C(C)n1cnc2sc(C)c(C)c2c1=O (stereo unspecified) do in these assays?
NPSR antag: 0%[46.1 µM]; CBFb-RUNX1 inh: 6%; TRb-SRC2 inh: -3%; TexasRed fluor: -5%; GLA spleen mod: 8%; Epigenetic reg: 1.5%; Tau fluor cs: -6%; Tau fibril FP: -7%

Results for CC1=C[C@@H](C)[C@@H](c2ccc(C(F)(F)F)cc2)OC1=O ?
CBFb-RUNX1 inh: 21%; TRb-SRC2 inh: -10%; TexasRed fluor: -1%; GLA spleen mod: 2%

Already shown: an excerpt of the list.
What do the screens show for `CN(C)/C=C(\C#N)C(=O)Nc1ccccc1`?
NPSR antag: 9%; CBFb-RUNX1 inh: -2%; TRb-SRC2 inh: -1%; TexasRed fluor: -3%; GLA spleen mod: -6%; Epigenetic reg: 2.5%; Tau fluor cs: 5%; Tau fibril FP: 3%

How did CCc1ccccc1NC(=O)Cn1nc(C(F)(F)F)c2c1CCC2 do in these assays?
NPSR antag: 6%[46.1 µM]; CBFb-RUNX1 inh: 4%; TRb-SRC2 inh: 1%&4%; TexasRed fluor: -12%&2%; GLA spleen mod: 3%; Epigenetic reg: 0.8%&-1.0%; Tau fluor cs: -5%&1%; Tau fibril FP: -6%&4%

What do the screens show for `Clc1cncc(Cl)c1N/N=C/c1ccncc1`?
NPSR antag: 15%; CBFb-RUNX1 inh: -3%; TRb-SRC2 inh: 1%; TexasRed fluor: 2%; GLA spleen mod: 2%; Epigenetic reg: 0.0%; Tau fluor cs: 2%; Tau fibril FP: 3%

How did CCCOC(=O)C(C)n1cnc2sc(C)c(C)c2c1=O (stereo unspecified) do in these assays?
NPSR antag: 0%[46.1 µM]; CBFb-RUNX1 inh: 6%; TRb-SRC2 inh: -3%; TexasRed fluor: -5%; GLA spleen mod: 8%; Epigenetic reg: 1.5%; Tau fluor cs: -6%; Tau fibril FP: -7%
